# DNMT1 block: DNMT1 (human) enzyme inhibition. AID 588458. P26358. DNMT1 molecular beacon, Hinp1I cleavage, fluorescence. 360,000 tested, 0.83% active. inhibition (reported as % activation of signal), % at 10 µM; in the data active means inhibition above about 50%
# NadD block: blocks S. aureus nicotinate mononucleotide adenylyltransferase | purified NadD enzyme, colorimetric absorbance read-out | inhibition, % at 20 µM | 360,000 tested, 0.78% active; in the data active means inhibition above about 26%; further: some compounds past the cut are filed as inactive
# SUMO1 PPI mod: alters human SUMO1 binding to SIM partners; SUMO1 binding to a labelled peptide, TR-FRET, 1 h; inhibition, % at 20 µM; 360,000 tested, 0.33% active; AID 602429; P63165; in the data active means inhibition above about 37%
# Target sequence (P63165 whole entry, looked up): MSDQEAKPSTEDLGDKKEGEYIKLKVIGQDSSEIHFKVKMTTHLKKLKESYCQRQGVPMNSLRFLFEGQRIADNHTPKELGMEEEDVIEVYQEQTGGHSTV
# LMPTP inh: blocks human LMPTP phosphatase. inhibition, % at 20 µM. P24666. 360,000 tested, 0.22% active. recombinant LMPTP-A, OMFP fluorogenic substrate, fluorescence intensity;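 active means compounds that cut the enzyme signal by at least half of the control window in the single-dose screen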;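 further: plate controls were DMSO wells with enzyme plus substrate for no effect and substrate without enzyme for full effect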
#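 Assay system: LMPTP-A, protein tyrosine phosphatase of low molecular weight / Medium: pH 6.0 Bis-Tris buffer with DTT and Triton X-100 / Schedule: 50 min enzyme reaction at room temperature, protected from light / Measured by: endpoint fluorescence intensity from OMFP dephosphorylation / Read-out basis: % inhibition relative to no-enzyme and uninhibited control wells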
# Rpn11 block: inhibitors of human proteasome Rpn11 | O00487 | human 26S proteasome, Ub4-pepOG fluorescence polarization; 20S core pre-blocked with epoxomicin | calls only at 20 µM | 360,000 tested, 0.59% active;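 active means inhibition at 20 µM, scaled to each plate's controls, above about 33%, limit read from the data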
# Target sequence (O00487 whole entry, looked up): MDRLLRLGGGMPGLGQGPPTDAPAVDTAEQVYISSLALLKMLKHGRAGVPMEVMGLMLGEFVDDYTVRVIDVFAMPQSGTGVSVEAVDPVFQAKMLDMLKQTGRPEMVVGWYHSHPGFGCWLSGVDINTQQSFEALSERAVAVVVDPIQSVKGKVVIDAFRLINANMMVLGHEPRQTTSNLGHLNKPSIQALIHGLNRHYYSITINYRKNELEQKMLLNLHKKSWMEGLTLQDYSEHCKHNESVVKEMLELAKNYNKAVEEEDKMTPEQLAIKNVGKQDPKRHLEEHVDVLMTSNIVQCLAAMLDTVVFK
# PABP1 MLLE inh: blocks PAM2 peptide binding to the PABP1 MLLE domain. P11940. GST-MLLE / FITC-PAM2 fluorescence polarization. inhibition, % at 20 µM. 360,000 tested, 0.36% active; in the data active means inhibition above about 35%, passing the limit was not always enough;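 further: plate controls were DMSO wells with GST-MLLE for no effect and wells lacking GST-MLLE protein for full effect; some results filed as inactive read as strong as hits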
# TbMetRS inhib: blocks T. brucei methionyl-tRNA synthetase activity; 360,000 tested, 0.4% active; inhibition, % at 11.9 µM; AID 624268; purified T. brucei MetRS, ATP depletion, Kinase-Glo luminescence;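 active means inhibition above a per-plate cutoff of the control wells' mean inhibition plus 3 SD, cut at about 5.5% in these data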;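 further: 0% = DMSO wells median and 100% = median of wells with control inhibitor compound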
#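 Dosing: 11.9 µM compound single dose, 0.9% DMSO; Assay system: purified T. brucei MetRS enzyme; Measured by: Kinase-Glo luciferase luminescence reporting remaining unconsumed ATP; Schedule: 15 min plus 2 h at 25 °C.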
# CSN deneddyl inh: inhibitors of human CSN-mediated cullin deneddylation; Q92905; Purified CSN, SCF-Nedd8-OG deneddylation, fluorescence polarization; inhibition, % at 12.5 µM; 360,000 tested, 0.38% active; AID 651999;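 active means pattern-corrected inhibition above about 35%, with an unprinted fluorescence ratio check between 0.5 and 1.5, limit read from the data, passing the limit was not always enough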;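 further: 0% = enzyme with substrate and 100% = substrate without enzyme; some results filed as inactive read as strong as hits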
# Target sequence (Q92905 whole entry, looked up, one chain of several): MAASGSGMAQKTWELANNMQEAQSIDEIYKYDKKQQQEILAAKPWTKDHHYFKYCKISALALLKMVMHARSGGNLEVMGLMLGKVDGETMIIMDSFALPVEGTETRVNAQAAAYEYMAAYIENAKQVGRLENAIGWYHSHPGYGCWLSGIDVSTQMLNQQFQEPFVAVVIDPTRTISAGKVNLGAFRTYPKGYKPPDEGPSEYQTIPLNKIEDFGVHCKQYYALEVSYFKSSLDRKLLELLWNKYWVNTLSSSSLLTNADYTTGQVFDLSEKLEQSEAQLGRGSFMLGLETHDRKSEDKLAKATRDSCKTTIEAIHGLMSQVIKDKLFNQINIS
#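 Detection – fluorescence polarization · System – HEK293T-derived human Csn5 enzyme · Controls – substrate-only high control, full reaction low control · Timing – 90 min, room temperature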
# Scp1 inh: Scp-1 (human) phosphatase inhibition | Q9GZU7 | Recombinant Scp1, phosphopeptide, malachite green phosphate absorbance | inhibition, % at 20 µM | 340,000 tested, 0.88% active;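 active means inhibition above about 50% at 20 µM, limit read from the data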;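 further: plate controls were DMSO wells with enzyme for no effect and wells lacking enzyme for full effect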
# Target sequence (Q9GZU7 76-261 limits assumed): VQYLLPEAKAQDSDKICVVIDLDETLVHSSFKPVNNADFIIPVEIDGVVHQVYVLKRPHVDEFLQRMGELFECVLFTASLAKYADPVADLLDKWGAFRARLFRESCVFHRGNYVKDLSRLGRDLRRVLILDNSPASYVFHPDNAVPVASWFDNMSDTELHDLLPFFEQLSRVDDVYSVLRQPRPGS
#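 Incubation: 45 min enzyme reaction at room temperature / System: truncated SCP-1 phosphatase (76-261aa) / Reagent: Phospho 17-mer peptide substrate / Buffer or medium: Acidic Tris acetate buffer with magnesium and detergent / Signal: absorbance at 630 nm / Doses: one concentration, 20 µM, with 1.0% DMSO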
# STEP block: blocks human striatal-enriched tyrosine phosphatase; P54829; recombinant STEP, OMFP fluorogenic substrate, fluorescence; inhibition, % at 20 µM; 360,000 tested, 0.25% active;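 active means inhibition at 20 µM, scaled per plate between control wells, above about 37%, limit read from the data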;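 further: 0% = DMSO with enzyme and substrate and 100% = substrate only without enzyme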
#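 Measure: Control-normalized % inhibition with plate pattern correction | Test system: STEP phosphatase, cell-free reaction | Medium: pH 6.0 Bis-Tris with DTT and Tween 20 | Technique: Fluorescence, 480/540 nm | Times: Reaction 20 min, ambient temperature | Doses: Single compound dose of 20 µM, 1% DMSO final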
# Active calls of the source: *; i = inactive; nt = no result given.
SMILES,DNMT1 block,NadD block,SUMO1 PPI mod,LMPTP inh,Rpn11 block,PABP1 MLLE inh,TbMetRS inhib,CSN deneddyl inh,Scp1 inh,STEP block
CC(=O)Oc1cccc(/C=N\NC(=O)C(=O)N/N=C/c2cccc(OC(C)=O)c2)c1,-11,-2,2,-2.6,i,5,-0.7,4,3,-2
O=C(NN=C1C2CC3CC(C2)CC1C3)c1ccccc1O,3,1,-2,-2.2,i,-4,-0.3,2,-1,0
CCOC(=O)C1C(=O)CC(O)(c2ccccc2)CC1c1ccccc1 (centres undefined),1,-4,8,-0.7,i,-4,-0.9,4,-3,-3
COc1ccccc1/C=C/C(=O)OC(C)CN1CCCCC1 (centres undefined),0,-4,-1,-1.1,i,-4,-1.1,4,-6,-1
Cc1ccc(S(=O)(=O)N2CCCCC2)cc1NC(=O)C1CCCO1 (centres undefined),-6,-4,1,-1.0,i,-1,-0.9,5,-7,1
CN1CCN(S(=O)(=O)c2cccc(C(=O)Oc3ccc(Br)cc3F)c2)CC1,2,-12,4,-0.6,i,-4,-0.3,2,4,-1
CN(N=Nc1cccc([N+](=O)[O-])c1)c1cccc([N+](=O)[O-])c1,-4,0,-8,1.9,i,-11,-0.5,-6,-1,7
Cc1ccc(CN2CCCC(C(=O)N3CCCC3)C2)cc1 (centres undefined),1,-5,1,-4.1,i,11,-0.1,3,-19,0
Cn1ncc(Cl)c1C(=O)Nc1nc2ccc(Cl)cc2s1,-3,1,4,-1.1,i,19,0.1,-1,-11,1
Oc1c(N=Nc2nn[nH]n2)ccc2ccccc12,36,15,50*,8.6,i,47*,0.9,4,nt,3
COc1ccccc1CNC(=O)COC(=O)c1ccc(C)c(S(=O)(=O)N2CCOCC2)c1,-5,-1,2,-1.2,i,-3,-0.3,-7,1,1
COc1ccc(C2CC(c3ccccc3)=NN2S(=O)(=O)c2ccccc2)cc1 (centres undefined),-1,-6,-4,2.4,i,-47,-0.5,6,-16,5
Cc1nc2ccccc2c(=O)n1/N=C/c1ccccn1,4,2,-4,-0.8,i,-13,-0.5,1,0,-3
CCN(CC)C(=O)C1CCCN(C(=S)Nc2cccc3ccccc23)C1 (centres undefined),0,-2,-7,-0.6,i,-33,-0.3,-3,-1,0
Nc1cc(=O)[nH]c(SCC(=O)N2CCCCC2)n1,3,0,-7,0.2,i,19,-0.5,2,1,-1
COc1ccc(CN2C(=O)C(CC(=O)NC(c3ccccc3)c3ccccc3)CC(C(=O)N(C)C)=C2C)cc1 (centres undefined),0,13,1,-1.4,i,-18,-1.4,-2,nt,1
COc1ccc(-n2c(O)c(/C=N/NS(=O)(=O)c3cccc([N+](=O)[O-])c3)c3ccccc3c2=O)cc1OC,-15,8,-13,0.7,nt,-130,0.1,30,-15,-2
COc1ccc(C(=O)CSc2nc(N)nc(SC)c2C#N)cc1,34,9,-1,0.7,i,-7,0.3,6,-11,-2
CCOC(=O)c1nnn(-c2nonc2N)c1CSc1ccc(C)cc1,-3,-2,1,0.2,i,5,-0.8,0,-7,-1
c1cncc(CNc2c3c(nc4nnnn24)CCCC3)c1,3,-1,-3,-0.4,i,-2,-0.5,4,-19,1
CC1(C)CC(=O)C(CS(=O)(=O)c2ccccc2)=C(O)C1,0,2,-2,-0.6,i,31,-0.2,-1,1,-2
CC1=C(C(=O)N(C(C)C)C(C)C)CC(CC(=O)NC2CCCCC2)C(=O)N1CCCN1CCCC1=O (centres undefined),-3,4,0,-0.6,i,-11,-0.3,2,nt,-4
COc1cc2c(cc1OC)CN(Cc1cc(OC)c3c(c1)OCO3)CC2,-2,-4,-2,-2.3,i,3,-0.2,-4,1,1
Nc1sc(-c2ccccc2)cc1C(=O)NCCc1c[nH]c2ccccc12,nt,nt,-5,1.5,nt,nt,-0.6,9,nt,nt
CC(=O)NC1(C(F)(F)F)C(=O)Nc2c1c(=O)[nH]c(=O)n2CC(C)C (centres undefined),0,-5,-2,-1.6,i,-7,-0.8,4,-7,-2

# Next section.
SMILES,DNMT1 block,NadD block,SUMO1 PPI mod,LMPTP inh,Rpn11 block,PABP1 MLLE inh,TbMetRS inhib,CSN deneddyl inh,Scp1 inh,STEP block
COc1ccc(N2C(C)=CS/C2=C(/C#N)c2nnc(N3CCOCC3)n2-c2ccccc2)cc1,1,-2,-4,-0.5,i,11,-0.3,-1,-15,0
Cc1sc2ncnc(NCCCN3CCCC3=O)c2c1C,3,1,1,0.5,i,-4,0.0,2,-1,-2
O=C(NCCc1c[nH]c2ccccc12)c1c(Cl)nc2sccn12,4,3,0,-1.3,i,-1,-0.2,2,1,3
O=C(COc1cccc(C(F)(F)F)c1)NCC(c1cccs1)N1CCOCC1 (centres undefined),-4,0,1,-1.3,i,-6,-0.3,-5,-1,2
COc1ccc(S(=O)(=O)NC2CCCCC2)c(C)c1C,-1,-4,8,-0.5,i,-6,-1.3,2,2,-2
O=C1CC2(CCCC2)Oc2ccc(Cl)cc21,8,-1,1,-3.6,i,-7,-0.1,4,-10,-2
COc1ccccc1N1CCN(C(=O)c2cccc(S(=O)(=O)N3c4ccccc4CC3C)c2)CC1 (centres undefined),-9,4,1,2.3,i,-2,-0.1,-4,5,1
COc1cccc(NC(=S)NCc2ccccn2)c1,-4,5,-4,-0.8,i,-49,-0.5,3,-2,1
Cc1ccc(-n2c(SCC(=O)N3CCOCC3)nc(O)c(Cc3ccccc3)c2=O)cc1,2,1,4,0.7,i,16,0.0,3,-8,0
Cn1c(=O)c2c(nc(Br)n2Cc2ccccc2Cl)n(C)c1=O,4,-1,4,0.0,i,2,-0.9,-3,-14,-6
COc1ccccc1C(CNC(=O)COc1cc(C)ccc1Cl)N1CCCC1 (centres undefined),0,-4,2,-7.4,i,2,-0.4,2,4,4
Cc1ccc(NC(=O)CSCC(=O)NC2=NCCS2)cc1,3,2,1,-0.3,i,-4,0.9,-7,-7,0
CN(C)c1ccc(-c2ccnc3c2CC(C)(C(=O)NCCC(F)(F)F)O3)cc1 (centres undefined),4,-7,2,1.2,i,-5,-0.3,-1,nt,0
O=C(/C=C/c1ccc(F)cc1)c1cc(Br)ccc1O,9,-4,3,1.1,i,0,-0.3,3,-8,1
O=C(Nc1nc2c(s1)CCc1ccccc1-2)c1cccs1,-1,-4,-3,3.8,i,-7,-2.2,0,-7,-1
O=C(c1ccco1)N1C(=O)c2cccc3c(S(=O)(=O)N4CCCC4)ccc1c23,4,-5,-17,-1.4,i,0,-1.1,-1,-2,2
CN(C)CCCOC(=O)c1ccc(Cl)cc1Cl,1,-4,-1,-1.5,i,2,-0.2,3,-1,1
CCN1C(=O)/C(=C\N2CCN(c3ccccc3)CC2)SC1=S,0,-3,-9,0.3,i,21,-0.1,-3,-8,12
COc1ccc(CNC(=O)c2ccccc2NC(=O)C2=CSCCO2)c(OC)c1,1,-1,-2,1.2,i,3,0.0,-2,-13,2
OCCCn1c(-c2ccccc2)nc(=S)c2c1CCCC2,7,3,-2,0.2,i,26,-0.4,0,3,2
Cc1cc(C(=O)COC(=O)c2ccc[nH]c2=O)c(C)n1-c1ccccc1F,3,2,6,0.8,i,4,0.6,2,-8,2
Cc1cc(C)c(-c2cc(C(=O)Nc3cc(C)ccc3C)[nH]n2)c(O)c1,4,-8,4,-1.2,i,-13,-1.0,0,-13,-3
Cc1ccc(-n2cc(CNCCCn3ccnc3C)c(-c3ccc(F)cc3)n2)cc1,-5,0,2,-1.5,i,-4,5.2,-4,-3,1
CC(C)N(Cc1nccn1C)C(=O)CC1C(=O)NCCN1Cc1ccc(F)cc1 (centres undefined),-4,6,1,-1.1,i,-3,-0.3,-3,-5,-2
Cc1cccc(C(=O)Nc2ccc3ccccc3c2)c1,-1,-3,-6,4.0,i,8,0.2,3,-8,2

# Overlap with the part before: 6 entries, then new ones.
SMILES,DNMT1 block,NadD block,SUMO1 PPI mod,LMPTP inh,Rpn11 block,PABP1 MLLE inh,TbMetRS inhib,CSN deneddyl inh,Scp1 inh,STEP block
OCCCn1c(-c2ccccc2)nc(=S)c2c1CCCC2,7,3,-2,0.2,i,26,-0.4,0,3,2
Cc1cc(C(=O)COC(=O)c2ccc[nH]c2=O)c(C)n1-c1ccccc1F,3,2,6,0.8,i,4,0.6,2,-8,2
Cc1cc(C)c(-c2cc(C(=O)Nc3cc(C)ccc3C)[nH]n2)c(O)c1,4,-8,4,-1.2,i,-13,-1.0,0,-13,-3
Cc1ccc(-n2cc(CNCCCn3ccnc3C)c(-c3ccc(F)cc3)n2)cc1,-5,0,2,-1.5,i,-4,5.2,-4,-3,1
CC(C)N(Cc1nccn1C)C(=O)CC1C(=O)NCCN1Cc1ccc(F)cc1 (centres undefined),-4,6,1,-1.1,i,-3,-0.3,-3,-5,-2
Cc1cccc(C(=O)Nc2ccc3ccccc3c2)c1,-1,-3,-6,4.0,i,8,0.2,3,-8,2
CC(=O)c1cccc(NC(=O)CO/N=C2/CCCc3nonc32)c1,-5,-4,-4,0.2,i,-7,-1.2,-8,0,1
N#Cc1c(Cl)cccc1Oc1ccc(S(=O)(=O)Nc2ccccc2)cc1,-6,-1,7,2.7,i,2,0.0,0,-23,-4
O=C1CC(c2ccco2)CC(O)=C1C=NCCO (centres undefined),-5,-1,3,-1.4,i,19,0.1,-4,1,1
COc1ccc(NC(=O)Cc2coc3cc(C)c(C(C)C)cc23)cc1S(=O)(=O)N1CCOCC1,-20,3,0,2.3,i,-107,-0.1,0,-5,1
Cc1c(C(=O)NC(C)CCc2ccccc2)cccc1[N+](=O)[O-] (centres undefined),3,-9,-3,-0.4,i,4,-0.3,-3,-10,-1
COC(=O)N/N=C/c1ccc(-c2cccc(Cl)c2)o1,-3,-2,-7,0.0,i,6,-0.1,1,-9,-2
Cc1ccc2nc(-c3ccccc3)cc(C(=O)NCC(c3ccco3)N(C)C)c2c1 (centres undefined),2,-4,-10,1.2,i,4,-0.3,8,5,0
COc1ccccc1NC(=O)N1CCN(c2cc(-c3ccccc3)nc3ncnn23)CC1,4,5,9,0.4,i,-1,-0.4,1,6,0
COc1ccc(CNC(=O)c2cc3c(C)nc4ccccc4c3o2)c(OC)c1,3,-1,14,4.2,i,9,-1.1,4,-7,0
COc1cc(NC(=O)c2cc(Cl)nnc2Cl)cc(OC)c1OC,4,0,-4,0.2,i,13,0.2,-5,-2,-3
Cc1ccc(C)c(/C(O)=C2\C(=O)C(=O)N(CCCn3ccnc3)C2c2cccnc2)c1 (centres undefined),0,8,1,-6.4,i,-6,0.3,2,3,0

# Source: PubChem (several laboratories)
